CHT allo act: CHT positive allosteric modulators, primary screen, cell-based, membrane potential dye, choline EC20; CHT-expressing cells; active compounds read high; LV-AA mutant CHT in HEK293 cells; B-score at 10 µM; actives 0.49% (n = 310,000);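 active = initial fluorescence not abnormally high and integrated response B-score, plate-corrected, over 3 SD above library mean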
Target sequence (Q9GZV3 whole entry, looked up): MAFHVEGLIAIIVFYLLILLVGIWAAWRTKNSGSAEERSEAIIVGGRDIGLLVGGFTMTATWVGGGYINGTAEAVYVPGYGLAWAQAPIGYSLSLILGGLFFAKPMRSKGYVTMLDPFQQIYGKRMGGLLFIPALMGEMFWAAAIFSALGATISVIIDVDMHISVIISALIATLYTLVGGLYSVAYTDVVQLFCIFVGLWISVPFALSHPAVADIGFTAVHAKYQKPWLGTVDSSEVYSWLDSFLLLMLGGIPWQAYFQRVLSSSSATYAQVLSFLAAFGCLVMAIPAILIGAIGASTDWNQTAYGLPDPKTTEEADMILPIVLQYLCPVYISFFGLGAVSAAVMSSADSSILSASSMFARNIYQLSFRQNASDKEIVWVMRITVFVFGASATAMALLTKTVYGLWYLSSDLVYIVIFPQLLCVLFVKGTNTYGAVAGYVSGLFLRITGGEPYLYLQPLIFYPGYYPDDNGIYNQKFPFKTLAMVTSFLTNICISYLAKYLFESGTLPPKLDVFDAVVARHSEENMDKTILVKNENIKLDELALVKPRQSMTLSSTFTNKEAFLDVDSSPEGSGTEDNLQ
CHT inh: inhibitors of human choline transporter CHT; CHT-expressing cells, membrane potential dye, choline response; active compounds read low; B-score at 10 µM; actives 0.86% (n = 310,000);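 active = B-score over 3 SD under the library average, and starting fluorescence ratio not unusually high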;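 also: choline stimulus applied at its EC90 after an EC20 pre-addition; B-score computed on integrated fluorescence ratio after choline addition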
Numbers without * were called inactive; i = inactive.

SMILES	CHT allo act	CHT inh
Cc1nn(-c2nc3ccccc3s2)c(N)c1-c1ccccc1	i	i
CCOC(=O)C1=C(C)Nc2nc(SCc3cccnc3)nn2C1c1ccc(OC)cc1 (centres undefined)	i	i
CCN(CC)C(=O)CSc1nc(N)c(C#N)c(-c2cccs2)c1C#N	i	i
CCc1ccc(NC2=NCC(=O)N2c2ccc3c(c2)OCCO3)cc1	i	i
Nc1ccc(-n2nnnc2-c2ccco2)cc1	i	i
N#C/C(=C\c1ccc(OCc2ccccc2)cc1)C(=O)Nc1ccc(C(=O)O)cc1	i	i
Cn1c(SCC(=O)Nc2nc(C(C)(C)C)cs2)nnc1C1CC1	i	i
Cc1ccc(-c2nnc(N(C)C(=O)c3ccncc3)s2)cn1	i	i
OCCC1CN(Cc2cnn(-c3ccccc3Cl)c2)CCN1Cc1ccsc1 (centres undefined)	i	i
O=C(c1ccc([N+](=O)[O-])o1)N1CCc2ccccc21	i	i
CC1(O)C(=O)C=C2C=C(C3CC3)OC=C2C1=O (centres undefined)	i	i
NS(=O)(=O)c1ccc(NNC(=O)c2cccs2)cc1	i	i
CN(C(=S)Nc1ccccc1)c1ccccc1	i	i
CNc1nc2ccccc2n1CC(=O)c1ccccc1	i	i
Cc1ccc(NC(=O)CCCc2c[nH]c3ccccc23)nc1	i	i
O=C(CCc1ccccc1)NNC(=O)COc1ccc([N+](=O)[O-])cc1	i	i
Cc1ccc(C(=O)OCC(=O)Nc2c(C)n(C)n(-c3ccccc3)c2=O)cc1[N+](=O)[O-]	i	i
CC(C)C(NC(=O)c1ccc(F)cc1)C(=O)OCC(=O)N1CC(=O)Nc2ccccc21 (centres undefined)	i	i
COc1cc2ccccc2cc1C(=O)Nc1ccncc1	i	i
O=C(CCCN1C(=O)c2ccccc2C1=O)NCc1cccnc1	i	i
Cn1c(N)c(C(=O)COC(=O)c2cccnc2Cl)c(=O)n(C)c1=O	i	i
CCN(CC)c1ccc2c(-c3ccc(S(=O)(=O)O)cc3S(=O)(=O)[O-])c3ccc(=[N+](CC)CC)cc-3oc2c1	i	i
COc1ccc(OCC(=O)NC2CC(C)(C)NC(C)(C)C2)cc1	i	i
O=C(N[C@@H](Cc1ccccc1)C(=O)O)c1ccncc1	i	i
COC(=O)C1CCN(CC(=O)Nc2cc(Cl)ccc2OC)CC1	i	-9.68*
CCC(C)NC(=O)c1cc(Cl)c(NC(=O)C2=C(C)OCCS2)cc1OC (centres undefined)	i	i
NC(=O)C[n+]1cccc(CNC(=O)c2ccc(OC(F)F)cc2)c1	i	i
COc1ccc(CNS(=O)(=O)c2ccc(OC)cc2)cc1	i	i
Cc1cc(C)cc(NC(=O)C2CCN(c3nc(C)cc(C)n3)CC2)c1	i	i
N/C(Cn1cncn1)=N\NC(=O)c1ccc(Cl)cc1Cl	i	i
O=C(Nc1cccc(-c2nc3ccccc3s2)c1)c1cc(=O)c2ccccc2o1	i	i
CN1C(=O)C2(NC(=O)c3ccccc3N2C)c2ccccc21 (centres undefined)	i	i
COc1ccc(C(=O)n2cnc3ccccc32)cc1[N+](=O)[O-]	i	i
CN(C(=O)CSc1nc(-c2ccc(C(C)(C)C)cc2)c(C#N)c(=O)[nH]1)C1CCCCC1	i	i
COc1ccc(NC(=O)c2cc3nc(-c4ccccc4)cc(C)n3n2)cc1OC	i	i
COC(=O)c1sccc1NC(=O)c1ccc(C)cc1	i	i
Cn1nnnc1SCc1cccc(CSc2nnnn2C)n1	i	i
COc1cccc(-c2nnn(CC(=O)NC3CCCC3)n2)c1OC	i	i
Cc1c(C)c2ccc(OCC(=O)N[C@@H](Cc3ccccc3)C(=O)O)cc2oc1=O	i	i
Cc1ccccc1NC(=O)CN1C(=S)NC(C)(C)CC1C (centres undefined)	i	i
CC(OC(=O)c1ccccc1O)C(=O)Nc1ccc(Cl)cn1 (centres undefined)	i	i
OCc1ccccc1SSc1ccccc1CO	i	i
CC1(C)S[C@@H]2[C@H](NC(=O)COc3ccccc3)C(=O)N2C1C(=O)OCc1cc2ccccc2n1S(=O)(=O)c1ccccc1 (some centres undefined)	i	i
O=C1C(=O)N(Cc2ccccc2)C(=O)N1CCN1C(=O)c2ccccc2C1=O	i	i
CCS(=O)(=O)N1Cc2ccccc2CC1C(=O)Nc1ncc(C)s1 (centres undefined)	i	i
NC(N)=Nc1nc2ccc(Br)cc2c(=O)[nH]1	i	i
O=C(/C=C/c1ccc(Cl)cc1)NC1CCS(=O)(=O)C1 (centres undefined)	i	i
Cc1c(C)n(CCc2ccccc2)c2ncnc(NN)c12	i	-6.1*
COCCCNC(=O)CC(NS(=O)(=O)c1ccc(C)cc1)c1ccc(OC)cc1 (centres undefined)	i	i
Cc1cccc(OCCC(=O)NCC(c2ccccc2)N(C)C)c1 (centres undefined)	i	i
COc1ccc(C(=O)COC(=O)c2ccc(Cl)nc2)c(OC)c1	i	i
CCc1ccccc1NC(=O)C(CC)Sc1nc2cc3c(cc2c(=O)n1Cc1ccco1)OCO3 (centres undefined)	i	i
COc1cccc(NC(=O)CN(C)C(=O)CNC(=O)c2ccc(Oc3ccccc3)cc2)c1	i	i
CCN1CCN(S(=O)(=O)c2ccc(Cl)c(C(=O)NC3CCCC3)c2)CC1	i	i
Cc1ccc(C(=O)CSc2nsc(C)c2C#N)cc1	i	i
COc1cc(C2/C(=C(\O)c3ccc4c(c3)CC(C)O4)C(=O)C(=O)N2Cc2ccco2)ccc1O (centres undefined)	i	i
Cc1ccc(NC2CCCN(C(=O)c3cnsn3)C2)cc1C (centres undefined)	i	i
CS(=O)(=O)Nc1ccc(C(=O)NCCSC2CCCCC2)cc1	i	i
CCC(c1nnnn1Cc1cccs1)N1CCN(c2nc3ccccc3s2)CC1 (centres undefined)	i	i
Cc1ccc(OCC(=O)c2cc(C)n(Cc3ccco3)c2C)c([N+](=O)[O-])n1	i	i
Additional records follow:
SMILES	CHT allo act	CHT inh
COc1cccc(CCc2nnc(CCC(=O)N3CCCC3c3nccs3)o2)c1 (centres undefined)	i	i
O=C(Nc1ccccc1)/C(=C/c1ccc(F)cc1)NC(=O)c1ccco1	i	i
COc1ccc(CN2CCNC(=O)C2CC(=O)N(C)C2CCOCC2)c(F)c1 (centres undefined)	i	i
CCN(CCn1cccn1)C(=O)CC1C(=O)NCCN1Cc1cc(OC)cc(OC)c1 (centres undefined)	i	i
CCOC(=O)CSc1nnc(CNC(=O)Cc2ccccc2)n1-c1ccccc1OC	i	i
COc1cc(OC)cc(C(=O)Nc2nc(CC(=O)NCc3ccccc3OC)cs2)c1	i	i
Cc1nc(NC(=O)CSc2ccccc2N)sc1C	i	i
Cc1ccccc1NC(=O)CCN1CCCC1	i	i
CCC(Sc1ccccn1)C(=O)Nc1cccc([N+](=O)[O-])c1 (centres undefined)	i	i
COc1ccc(OCC(O)CNc2ccc(Br)cc2)cc1 (centres undefined)	i	i
CCCN(C(=O)c1ccco1)c1nnc(-c2ccncc2)s1	i	i
CN1CCN(C(=S)NC(=O)/C=C/c2ccccc2)CC1	i	i
O=C(COc1ccc(Br)cc1)NCCCNC(=O)c1cnccn1	i	i
NC(=O)[C@@H]1CCCNc2c(F)cc([N+](=O)[O-])cc2C(=O)N[C@@H](CCC(=O)O)C(=O)N[C@@H](CO)C(=O)N1	i	i
O=C1C2C3C=CC(C2C(=O)N1CCCO)C1C2C(=O)N(CCCO)C(=O)C2C31 (centres undefined)	i	i
CC(=O)c1c(C)[nH]c(C(=O)N2CC(C)CC(C)C2)c1C (centres undefined)	i	i
COc1ccc(-n2cnnc2SCC(=O)Nc2cccc(S(=O)(=O)N3CCCCC3)c2)cc1	i	i
O=C(CCCN1C(=O)/C(=C/c2cccs2)SC1=S)NNC(=O)c1ccncc1	i	i
COc1cc(NC(=O)c2ccc(C)cc2C)ccc1NC(=O)c1cc2ccccc2o1	i	i
COc1ccc(S(=O)(=O)N2CCOCC2)cc1N=Nc1sc(N)nc1-c1ccccc1	i	i
Cc1ccnc(NS(=O)(=O)c2ccc(NS(=O)(=O)c3cc(Cl)ccc3Cl)cc2)n1	i	i
COc1cccc(-c2nc(N3CCCCC3)c3ccccc3n2)c1O	i	i
COc1ccc(NC(=O)Cn2c(=O)n(CC(=O)NCc3ccco3)c(=O)c3ccccc32)cc1OC	i	i
CCCC(=O)C1=C(O)C(C(=O)OC)C(C)(C)CC1=Nc1ccc(OC)cc1 (centres undefined)	i	i
Cc1c2ccccc2cc[n+]1CCCS(=O)(=O)[O-]	i	i
Cc1ccc(S(=O)(=O)N2CCN(C(=O)Cc3ccc(S(=O)(=O)N4CCOCC4)s3)CC2)cc1	i	i
Cc1cc(C)nc(SCC(=O)NNC(=O)c2cccs2)n1	i	i
C=CCn1c(SCC(=O)NC2CCCC2)nc2scc(-c3ccco3)c2c1=O	i	i
O=C(NNS(=O)(=O)c1ccccc1[N+](=O)[O-])c1ccc(F)cc1	i	i
COc1nc(OCC#N)nc(N(C)C)n1	i	i
CSc1ccc(CCNC(=O)c2ccc(CS(=O)Cc3ccc(Cl)cc3)o2)cc1 (centres undefined)	i	i
CSc1nc(Cc2ccc(Cl)cc2)nc2ccccc12	i	i
CCCCNC(=O)COC(=O)c1cc2c(C)nn(-c3ccccc3)c2s1	i	i
CN(Cc1ccccc1)c1c([N+](=O)[O-])c(=O)n(C)c2ccccc12	i	i
COC(=O)C1=CN(Cc2ccc(OC)c(OC)c2)C=C(C(=O)OC)C1c1ccccc1F	i	i
C=CCn1c(SCC(=O)N(C)C)nc2sc3c(c2c1=O)CCC3	i	i
Cc1ccc(-c2ccc(=O)n(Cc3ccc(F)cc3)n2)cc1	i	i
COc1ccccc1NC(=O)C/C(C)=N/NC(=O)COc1c(Br)cc(Br)cc1OC	i	i
O=C(CCNS(=O)(=O)c1ccccc1F)NCc1ccc2c(c1)OCO2	i	i
C(=C\c1ccco1)/C1=NN(c2ccccc2)C(c2ccco2)C1 (centres undefined)	i	i
CC(C)(C)c1cc(C(=O)NNS(=O)(=O)c2ccccc2)n[nH]1	i	i
Cc1ccc(NC2=NC(C(=O)Nc3ccc(C)c(C)c3)CC(=O)N2)cc1 (centres undefined)	i	i
Cc1ccc(NC(=O)c2cccs2)cc1S(=O)(=O)Nc1cccc(Cl)c1	i	i
COc1ccccc1-n1c(SCC(=O)Nc2nnc(C)s2)nc2c(c1=O)SCC2	i	i
CC(=O)c1ccc(Oc2ncnc(N)c2[N+](=O)[O-])cc1	i	i
COc1ccc(CNC(=O)COC(=O)C2CC2C)cc1OC (centres undefined)	i	i
Cn1cnc([N+](=O)[O-])c1Sc1n[nH]c(N)n1	i	i
COc1ccc(NC(=O)CN(C)CC(=O)Nc2ccc(Cl)cc2F)cc1	i	i
COc1cc(Cl)c(C)cc1NC(=O)c1ccc2c(SCC(=O)O)c3c(nc2c1)CCCC3	i	i
Cc1nc(-c2ccccc2Cl)sc1C(=O)/C=C/N(C)C	i	i
CCN1CCN(C(=O)C(C)Nc2ccc(OC)cc2OC)CC1 (centres undefined)	i	i
CCN(CC)C(=O)CSc1nnc(-c2ccco2)n1N	i	i
O=C(Nc1ccc(Cl)cn1)c1ccc2[nH]c(=O)c(=O)[nH]c2c1	i	i
CCCc1cc(=O)[nH]c(SCC(=O)C(C)(C)C)n1	i	i
CCC1CCCCN1C(=O)Nc1ccc(F)cc1 (centres undefined)	i	i
Cn1ccnc1-c1ccc(-c2nccn2C)cc1	9.99*	i
CCOCCn1ccc2c(OCC(=O)Nc3cc(OC)ccc3OC)cccc2c1=O	i	i
CC1CCN(c2ccc(NC(=O)c3ccc([N+](=O)[O-])o3)cc2)CC1	i	i
O=C(/C=C/c1ccco1)Nc1ccc(Cl)c(S(=O)(=O)N2CCOCC2)c1	i	i
Cc1csc(=NC(=O)c2ccccc2)n1CCO	i	i

Given comma-delimited: 20 of the compounds above.
SMILES,CHT allo act,CHT inh
COc1ccccc1NC(=O)C/C(C)=N/NC(=O)COc1c(Br)cc(Br)cc1OC,i,i
O=C(CCNS(=O)(=O)c1ccccc1F)NCc1ccc2c(c1)OCO2,i,i
C(=C\c1ccco1)/C1=NN(c2ccccc2)C(c2ccco2)C1 (centres undefined),i,i
CC(C)(C)c1cc(C(=O)NNS(=O)(=O)c2ccccc2)n[nH]1,i,i
Cc1ccc(NC2=NC(C(=O)Nc3ccc(C)c(C)c3)CC(=O)N2)cc1 (centres undefined),i,i
Cc1ccc(NC(=O)c2cccs2)cc1S(=O)(=O)Nc1cccc(Cl)c1,i,i
COc1ccccc1-n1c(SCC(=O)Nc2nnc(C)s2)nc2c(c1=O)SCC2,i,i
CC(=O)c1ccc(Oc2ncnc(N)c2[N+](=O)[O-])cc1,i,i
COc1ccc(CNC(=O)COC(=O)C2CC2C)cc1OC (centres undefined),i,i
Cn1cnc([N+](=O)[O-])c1Sc1n[nH]c(N)n1,i,i
COc1ccc(NC(=O)CN(C)CC(=O)Nc2ccc(Cl)cc2F)cc1,i,i
COc1cc(Cl)c(C)cc1NC(=O)c1ccc2c(SCC(=O)O)c3c(nc2c1)CCCC3,i,i
Cc1nc(-c2ccccc2Cl)sc1C(=O)/C=C/N(C)C,i,i
CCN1CCN(C(=O)C(C)Nc2ccc(OC)cc2OC)CC1 (centres undefined),i,i
CCN(CC)C(=O)CSc1nnc(-c2ccco2)n1N,i,i
O=C(Nc1ccc(Cl)cn1)c1ccc2[nH]c(=O)c(=O)[nH]c2c1,i,i
CCCc1cc(=O)[nH]c(SCC(=O)C(C)(C)C)n1,i,i
CCC1CCCCN1C(=O)Nc1ccc(F)cc1 (centres undefined),i,i
Cn1ccnc1-c1ccc(-c2nccn2C)cc1,9.99*,i
CCOCCn1ccc2c(OCC(=O)Nc3cc(OC)ccc3OC)cccc2c1=O,i,i

Next part
SMILES	CHT allo act	CHT inh
CC1CC(OCC(O)CN2CCCCC2C)CC(C)(C)C1 (centres undefined)	i	i
CCCCN(CCCC)Cc1cc2ccccc2c2c1COC2	i	i
COc1ccc(C)cc1Nc1n[n+](-c2ccccc2)c(-c2cc([N+](=O)[O-])cc(OC)c2O)s1	i	i
COC(=O)c1ccc(C)c(NS(=O)(=O)c2ccc(NC(C)=O)cc2)c1	i	i
Cc1cccc2[nH]c(-c3ccc(NC(=O)c4ccco4)cc3)nc12	i	i
